CSN inh: blocks human CSN-mediated cullin deneddylation; 0.38% of 360,000 active; AID 651999; inhibition, % at 12.5 µM; Purified CSN, SCF-Nedd8-OG deneddylation, fluorescence polarization;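 active = pattern-corrected inhibition above about 35%, with an unprinted fluorescence ratio check between 0.5 and 1.5, limit read from the data, passing the limit was not always enough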;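 note: 0% = enzyme with substrate and 100% = substrate without enzyme; some results filed as inactive read as strong as hits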
Target sequence (Q92905 whole entry, looked up, one chain of several): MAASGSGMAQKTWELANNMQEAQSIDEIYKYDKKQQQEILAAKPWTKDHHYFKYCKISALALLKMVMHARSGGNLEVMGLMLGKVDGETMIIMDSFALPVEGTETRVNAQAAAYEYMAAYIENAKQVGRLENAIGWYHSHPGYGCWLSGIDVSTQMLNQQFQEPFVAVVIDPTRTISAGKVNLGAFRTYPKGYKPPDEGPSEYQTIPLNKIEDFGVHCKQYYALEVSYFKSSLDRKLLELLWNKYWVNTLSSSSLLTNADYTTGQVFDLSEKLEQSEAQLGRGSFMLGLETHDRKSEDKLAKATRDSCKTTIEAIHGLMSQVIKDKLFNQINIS
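Assay system: purified human Csn5 enzyme expressed in HEK293T cells; measure: % inhibition; also added: SCFSkp2-Nedd8OG substrate at 10 nM final; technique: fluorescence polarization; times: reaction 90 min, room temperature; medium: Tris buffer pH 7.5, NaCl, DTT, Tween-20, trehalose, ovalbumin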
Rpn11 inh: blocks the human proteasome subunit Rpn11. O00487. human 26S proteasome, Ub4-pepOG fluorescence polarization; 20S core pre-blocked with epoxomicin. calls only at 20 µM. 0.59% of 360,000 active;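 active = inhibition at 20 µM, scaled to each plate's controls, above about 33%, limit read from the data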
LMPTP inh: blocks human LMPTP phosphatase; recombinant LMPTP-A, OMFP fluorogenic substrate, fluorescence intensity; AID 651560; 0.22% of 360,000 active; inhibition, % at 20 µM;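 active = compounds that cut the enzyme signal by at least half of the control window in the single-dose screen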;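 note: plate controls were DMSO wells with enzyme plus substrate for no effect and substrate without enzyme for full effect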
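Assay system: LMPTP-A enzyme. Input: 0.625 nM LMPTP-A final. Probe or stimulus: 400 µM OMFP. Compound dosing: single 20 µM dose. Schedule: 50 min dark incubation at room temperature. Detection: fluorescence intensity of OMFP turnover product. Read-out: percent inhibition versus substrate-only and uninhibited controls. Benchmarks: no-enzyme low control, uninhibited high control.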
Neddylation inh: inhibitors of human cullin neddylation; P61081+Q13564; TR-FRET cullin neddylation, biochemical; calls only at 25 µM; 0.58% of 360,000 active; in the data active = inhibition above about 36%
Scp-1 inhibitor: Scp-1 (human) phosphatase inhibition. Q9GZU7. Recombinant Scp1, phosphopeptide, malachite green phosphate absorbance. inhibition, % at 20 µM. 0.88% of 340,000 active;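 active = inhibition above about 50% at 20 µM, limit read from the data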;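 note: plate controls were DMSO wells with enzyme for no effect and wells lacking enzyme for full effect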
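Material: truncated SCP-1 phosphatase (76-261aa) / Buffer or medium: 50 mM Tris acetate pH 5.5, 0.005% Tween-20, 10 mM MgCl2 / Compound dosing: one concentration, 20 µM, with 1.0% DMSO / Incubation: 45 min room-temperature reaction, 5 min colour, 30 min stabiliser / Detection: colorimetric free-phosphate detection, absorbance 630 nm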
Rin1-Abl PPI inh: human Rin1-Abl interaction inhibition; TR-FRET Rin1/Abl binding, biochemical; inhibition, % at 7.35 µM; 0.4% of 360,000 active; AID 588664; in the data active = inhibition above about 5%, passing the limit was not always enough
DNMT1 inh: inhibitors of human DNMT1; P26358; DNMT1 molecular beacon, Hinp1I cleavage, fluorescence; inhibition (reported as % activation of signal), % at 10 µM; 0.83% of 360,000 active; AID 588458; in the data active = inhibition above about 50%
NadD inh: inhibitors of Staphylococcus aureus NadD; AID 602399; inhibition, % at 20 µM; 0.78% of 360,000 active; purified NadD enzyme, colorimetric absorbance read-out; in the data active = inhibition above about 26%; note: some compounds past the cut are filed as inactive
STEP inh: STEP (human) phosphatase inhibition. 0.25% of 360,000 active. inhibition, % at 20 µM. recombinant STEP, OMFP fluorogenic substrate, fluorescence. AID 588621;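 active = inhibition at 20 µM, scaled per plate between control wells, above about 37%, limit read from the data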;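 note: 0% = DMSO with enzyme and substrate and 100% = substrate only without enzyme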
Target sequence (P54829 whole entry, looked up): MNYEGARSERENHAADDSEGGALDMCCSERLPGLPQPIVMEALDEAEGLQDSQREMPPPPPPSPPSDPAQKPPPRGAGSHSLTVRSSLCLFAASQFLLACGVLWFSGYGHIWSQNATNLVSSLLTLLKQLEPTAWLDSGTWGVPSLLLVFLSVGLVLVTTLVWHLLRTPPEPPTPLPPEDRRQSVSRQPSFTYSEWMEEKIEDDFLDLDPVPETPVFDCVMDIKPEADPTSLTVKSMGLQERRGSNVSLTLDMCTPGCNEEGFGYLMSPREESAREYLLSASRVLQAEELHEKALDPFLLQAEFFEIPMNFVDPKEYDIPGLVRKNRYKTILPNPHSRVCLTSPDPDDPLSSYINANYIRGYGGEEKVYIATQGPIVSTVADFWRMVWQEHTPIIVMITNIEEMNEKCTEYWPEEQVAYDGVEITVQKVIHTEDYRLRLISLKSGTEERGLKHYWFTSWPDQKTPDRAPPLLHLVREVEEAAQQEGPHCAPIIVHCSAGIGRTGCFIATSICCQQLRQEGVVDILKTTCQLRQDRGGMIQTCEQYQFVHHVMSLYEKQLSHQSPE
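Measure: Control-normalized % inhibition with plate pattern correction | Test system: STEP phosphatase, cell-free reaction | Medium: pH 6.0 Bis-Tris with DTT and Tween 20 | Technique: Fluorescence, 480/540 nm | Times: Reaction 20 min, ambient temperature | Doses: Single compound dose of 20 µM, 1% DMSO final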
SUMO1 PPI mod: modulators of human SUMO1-mediated protein-protein interactions. P63165. SUMO1 binding to a labelled peptide, TR-FRET, 1 h. inhibition, % at 20 µM. 0.33% of 360,000 active; in the data active = inhibition above about 37%
Target sequence (P63165 whole entry, looked up): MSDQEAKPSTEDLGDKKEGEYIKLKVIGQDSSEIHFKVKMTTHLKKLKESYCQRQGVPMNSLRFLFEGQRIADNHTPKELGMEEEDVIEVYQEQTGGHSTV
Starred values were filed as active, the others as inactive; i = inactive; . = no result given; + = active, no number.

SMILES	CSN inh	Rpn11 inh	LMPTP inh	Neddylation inh	Scp-1 inhibitor	Rin1-Abl PPI inh	DNMT1 inh	NadD inh	STEP inh	SUMO1 PPI mod
CN(C)c1ccc(C(=O)OCC(=O)NCCCc2ccccc2)cc1	-1	i	-0.5	i	2	3	-1	-6	0	-3
Cc1cccc(CSc2nnc([C@@H]3CCCN3)o2)c1	-5	i	-4.3	i	-7	-1	0	4	-2	0
COc1ccc2oc(C(=O)Nc3nnc(C)s3)c(C)c2c1	-4	i	-0.5	i	-6	2	4	-4	1	-19
O=C1Nc2ccccc2C1Cc1ccc(OC(F)(F)F)cc1 (stereo not given)	1	i	0.6	i	-7	2	-2	-9	-1	-2
CCCCCOC(=O)NCC(O)c1ccccc1 (stereo not given)	2	i	-2.1	i	-11	-3	-3	-6	-5	1
COc1cccc(-c2coc3c(C)c4oc(=O)c(CCC(=O)O)c(C)c4cc23)c1	9	i	8.8	i	-7	-1	3	2	2	30
COc1cc(CNc2ncnc3c2ncn3[C@H]2CN(Cc3cccs3)C[C@@H](CO)O2)cc(OC)c1OC	7	i	1.2	i	.	4	-3	0	0	-9
CCOC(=O)C(=Cc1cn(C)c2ccc(S(=O)(=O)N(C)C)cc12)C(=O)OCC	3	i	-0.7	i	-5	2	-3	-7	-4	-2
CCOC(=O)c1ccc(NC2c3ccccc3C(=O)N2c2ccccn2)cc1 (stereo not given)	1	i	-1.3	i	2	-1	-1	0	1	-8
COc1ccc(C(C)=O)cc1COC(=O)c1ccc(OCc2c(C)noc2C)cc1	9	i	2.9	i	0	-4	13	12	-3	-9
O=S(=O)(Nc1cccc2cccnc12)c1ccccc1	-2	i	0.3	.	-4	-1	-2	1	0	-6
COc1ccc(N(C(=O)Cc2cccs2)C2C=CS(=O)(=O)C2)cc1 (stereo not given)	-2	i	1.8	i	-1	-2	1	1	0	0
C/C(=N\Nc1ncnc2sc(C)c(C)c12)c1ccccn1	9	i	0.8	i	-10	1	-4	1	-1	-13
O=C1c2ccccc2CCC12N=NCC2c1ccc(Br)cc1 (stereo not given)	5	i	0.8	i	0	-1	-7	0	0	-7
COc1ccc(C)cc1N(CC(=O)N1CCCCCC1)S(C)(=O)=O	3	i	-1.8	i	-8	2	2	-1	-2	0
Cc1cc(C)n(CC(O)COCc2ccco2)n1 (stereo not given)	0	i	0.4	i	-6	1	-4	-4	0	-2
COc1ccccc1CNC(=O)C1CCCN(S(=O)(=O)c2cccs2)C1 (stereo not given)	1	i	-0.7	i	-5	1	0	-10	-2	-5
O=C1CCN(S(=O)(=O)c2ccc(Br)cc2)CCN1	1	i	1.4	i	-6	2	0	-5	0	0
Clc1cccc(OCCN2CCNCC2)c1	-1	i	-1.4	i	-7	8	-1	-1	1	-5
CN(C(=O)c1cccc(S(=O)(=O)N2CCCCC2)c1)C1CCS(=O)(=O)C1 (stereo not given)	-1	i	-1.5	i	-3	2	1	1	-2	4

A draw from above in order of number of heavy atoms, rising:
SMILES	CSN inh	Rpn11 inh	LMPTP inh	Neddylation inh	Scp-1 inhibitor	Rin1-Abl PPI inh	DNMT1 inh	NadD inh	STEP inh	SUMO1 PPI mod
Clc1cccc(OCCN2CCNCC2)c1	-1	i	-1.4	i	-7	8	-1	-1	1	-5
O=C1CCN(S(=O)(=O)c2ccc(Br)cc2)CCN1	1	i	1.4	i	-6	2	0	-5	0	0
O=S(=O)(Nc1cccc2cccnc12)c1ccccc1	-2	i	0.3	.	-4	-1	-2	1	0	-6
C/C(=N\Nc1ncnc2sc(C)c(C)c12)c1ccccn1	9	i	0.8	i	-10	1	-4	1	-1	-13
O=C1c2ccccc2CCC12N=NCC2c1ccc(Br)cc1 (stereo not given)	5	i	0.8	i	0	-1	-7	0	0	-7
COc1ccc(C)cc1N(CC(=O)N1CCCCCC1)S(C)(=O)=O	3	i	-1.8	i	-8	2	2	-1	-2	0
CN(C(=O)c1cccc(S(=O)(=O)N2CCCCC2)c1)C1CCS(=O)(=O)C1 (stereo not given)	-1	i	-1.5	i	-3	2	1	1	-2	4
CCOC(=O)C(=Cc1cn(C)c2ccc(S(=O)(=O)N(C)C)cc12)C(=O)OCC	3	i	-0.7	i	-5	2	-3	-7	-4	-2
COc1ccc(C(C)=O)cc1COC(=O)c1ccc(OCc2c(C)noc2C)cc1	9	i	2.9	i	0	-4	13	12	-3	-9
COc1cc(CNc2ncnc3c2ncn3[C@H]2CN(Cc3cccs3)C[C@@H](CO)O2)cc(OC)c1OC	7	i	1.2	i	.	4	-3	0	0	-9

Further records follow.
SMILES	CSN inh	Rpn11 inh	LMPTP inh	Neddylation inh	Scp-1 inhibitor	Rin1-Abl PPI inh	DNMT1 inh	NadD inh	STEP inh	SUMO1 PPI mod
Cc1nn(CC(=O)NC2CCCCC2)c(C)c1[N+](=O)[O-]	-4	i	-1.8	i	.	-3	-1	1	-1	-2
CC(/C=N/Nc1nc(C)cc(C)n1)=C\c1ccc(C(C)C)cc1	-19	i	0.3	i	-5	1	2	-1	-2	-10
C[C@@H](C(=O)Nc1ccc2ccccc2c1)[C@@H]1C[C@@]1(C)[C@@H](NC(=O)c1cnccn1)c1ccccc1	3	i	0.7	i	-11	2	-9	5	0	2
O=C(Nc1cc(S(=O)(=O)N2CCOCC2)ccc1OCC(F)(F)F)c1ccc(N2CCCC2=O)cc1	-6	i	-0.8	i	-5	1	0	1	1	1
CN(C)C(=O)N1CCc2ccc([N+](=O)[O-])cc21	-3	i	-0.5	i	.	-3	4	-2	-2	-15
C[C@H]1CN([C@@H](C)CO)C(=O)CCCn2nncc2CO[C@H]1CN(C)C(=O)c1cc(-c2ccccc2)on1	0	i	-0.6	i	.	-1	8	1	-3	-4
O=C(NCCC1=CCCCC1)C1CCN(C(=O)c2ccc(Br)cc2)CC1	-7	i	-1.3	i	-4	3	6	-6	-3	1
CN(C)C(/C=C/Nc1cccc([N+](=O)[O-])c1)=C(C#N)C#N	-3	i	0.8	i	-10	-2	-3	-6	-1	-23
COc1cccc(CCc2nnc(CCC(=O)NCCc3cccc(C)n3)o2)c1	-19	i	-2.5	i	-3	4	4	1	-2	2
CN(C)C(C(=O)NC1CCCCC1)c1ccc(Cl)cc1 (stereo not given)	3	i	-0.1	i	-3	-4	7	1	-1	1
N#Cc1c(-c2ccccc2Cl)cc(-c2ccccc2)nc1Br	0	i	3.1	i	-9	-16	-15	0	-2	2
O=C(NCC1CCCN1S(=O)(=O)c1cccs1)C(=O)Nc1ccc(F)cc1 (stereo not given)	-1	i	0.0	i	-10	6	3	-3	0	1
Cc1cccc(C(=O)NCC(=O)N2CCN(S(=O)(=O)c3cc(C)ccc3C)CC2)c1	-1	i	0.3	i	-7	-1	2	1	-1	1
O=c1cnn(-c2ccccc2)c(-c2ccccc2)c1	-2	i	-0.5	i	-13	3	1	-3	0	-4
O=C(CN1CCCCC1)N/N=C/c1cccc(Cl)c1	2	i	-1.1	i	0	0	-2	-9	-2	0
COc1cc2c(cc1OC)C(C)N(CCc1ccc(Cl)cc1)CC2 (stereo not given)	3	i	0.4	i	-7	-1	2	-7	-2	-3
COc1ccc2nc3ccccc3[n+]([O-])c2c1	-60	i	-1.9	+	0	-8	22	-1	-10	-28
CS(=O)c1ccccc1-c1nc(-c2cc(C(F)(F)F)cc(C(F)(F)F)c2)no1 (stereo not given)	-2	i	2.3	i	-7	3	3	-12	8	-3
CS(=O)(=O)N1CCN(C(=O)c2ccc(Br)s2)CC1	-4	i	-1.3	i	0	0	-1	-1	0	-2
COc1ccc(N2CCN(C(=O)C3CC(=O)N(c4ccc(C)cc4)C3)CC2)cc1 (stereo not given)	-1	i	-2.0	i	-2	1	-2	-4	-2	0
Cc1ccccc1NC(=O)c1c([N+](=O)[O-])cnn1C	1	i	-0.3	i	-2	3	-1	2	-2	-1
CN(C)c1ccc(/C=C2\N=C(c3ccc(Cl)c([N+](=O)[O-])c3)NC2=O)cc1	19	i	12	i	3	0	27	23	13	-18
O=C(CN1C(=O)CSc2ccc(S(=O)(=O)N3CCOCC3)cc21)NCCCN1CCCCC1	2	i	-1.4	i	-1	1	2	-10	-3	0
CCOc1ccc(S(=O)(=O)NC2CC2)cc1	2	i	-0.7	i	-5	0	2	-2	0	6
Cn1c(C(=O)O)c(CC(=O)NCc2cccnc2)c2ccccc21	3	i	-1.0	i	-2	-2	6	4	-2	0
C[C@H](CO)NC(=O)c1nc[nH]c1C(=O)N[C@@H](C)c1ccccc1	1	i	-2.3	i	.	-3	5	1	-5	-3
C[C@H](CO)N1C[C@H](C)[C@H](CN(C)CC2CC2)Oc2ccc(NC(=O)CCN3CCOCC3)cc2C1=O	-5	i	-4.6	i	-14	-1	2	-4	-2	1
O=C(Cc1ccccc1)Nc1c[nH]c(=O)[nH]c1=O	-5	i	-1.4	i	-3	-2	2	-6	-1	1
CCOC(=O)N1CCN(C(=S)NC(=O)/C=C/c2ccc(C)cc2)CC1	2	i	-1.3	i	-8	3	1	-1	4	-5
CCc1nnc(NS(=O)(=O)c2ccc(N=Cc3c(C)[nH]n(-c4ccc(Cl)cc4)c3=O)cc2)s1	1	i	2.1	i	-2	-1	0	31*	0	9
O=C(COC(=O)c1cc(Cl)ccc1[N+](=O)[O-])NCc1ccc(Cl)cc1Cl	2	i	3.2	i	-24	-1	-4	-4	1	-19
Cc1cc(N/N=C/c2ccccc2O)c2ccccc2n1	0	i	51*	i	-4	-9	20	-4	-2	-19
O=S(=O)(NCC1CCCO1)c1ccc(S(=O)(=O)N(Cc2ccccn2)C2CC2)cc1 (stereo not given)	0	i	-2.2	i	-10	-1	-3	1	-4	-1
O=C(NNC(=O)c1cccs1)c1ccccn1	-2	i	-0.2	i	.	0	-2	-11	-2	3
CCOc1cccc(-c2c(C(=O)N/N=C/c3ccco3)nnn2-c2nonc2N)c1	2	i	-1.5	i	-6	0	0	-3	-13	-18
NC(=S)NN=C1CCCC(C(F)(F)F)C1 (stereo not given)	-2	i	-0.7	i	-10	0	8	2	-1	-4

High-throughput results: PubChem, several laboratories
